PME-1 primary – PME-1 inhibitors via competitive probe labeling, primary screen, biochemical, fluorescence polarization, FP-Rh probe, HTS. 0.53% of 320,000 active. recombinant PME-1. Protein phosphatase methylesterase 1 (Homo sapiens), Q9Y570. inhibition, % at 5.9 µM;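 active means inhibition above the campaign mean of all compounds plus 3 SD, cut at about 26% in these data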;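 further: competitive labeling of PME-1 active site by serine hydrolase directed probe; 0% = PME-1 with DMSO and 100% = wells lacking PME-1 enzyme; inhibitors block probe labeling so polarization falls and inhibition rises; many of its hits are not listed in these tables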
LYPLA2 counter – LYPLA2 inhibitors, primary screen, counter-screen for PME1 inhibitor project, biochemical, fluorescence polarization, FP-Rh probe ABPP; AID 2177, 2009; inhibition, % at 5.9 µM; 0.38% of 320,000 active; Acyl-protein thioesterase 2 (Homo sapiens), O95372; recombinant LYPLA2;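 active means inhibition above the screen-wide mean plus 3 SD, limit set per campaign, cut at about 26% in these data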;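 further: 0% = LYPLA2 with DMSO and 100% = wells lacking LYPLA2 enzyme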
LYPLA1 counter – LYPLA1 inhibitors, primary screen, counter-screen for PME1 inhibitor project, biochemical, fluorescence polarization, FP-Rh probe ABPP; recombinant LYPLA1; Acyl-protein thioesterase 1 (Homo sapiens), O75608; AID 2174, 2009; inhibition, % at 5.9 µM; 0.16% of 320,000 active;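 active means inhibition above the mean of all tested compounds plus 3 SD, set per campaign, cut at about 14% in these data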;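 further: inhibitors block serine hydrolase probe labeling of LYPLA1 so polarization falls; 0% = enzyme with DMSO and 100% = wells lacking LYPLA1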
Target sequence (O75608 whole entry, looked up): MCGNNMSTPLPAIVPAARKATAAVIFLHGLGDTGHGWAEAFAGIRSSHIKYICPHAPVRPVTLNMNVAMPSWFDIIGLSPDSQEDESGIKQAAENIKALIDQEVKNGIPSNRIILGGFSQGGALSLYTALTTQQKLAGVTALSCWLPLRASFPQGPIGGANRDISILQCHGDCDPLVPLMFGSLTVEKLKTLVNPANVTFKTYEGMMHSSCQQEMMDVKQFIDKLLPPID
GSTO1 inh – inhibitors of recombinant GSTO1, primary screen, counter-screen for RBBP9 inhibitor project, biochemical, fluorescence polarization | Glutathione S-transferase omega-1 (Homo sapiens), P78417 | activity-based probe fluorescence polarization | inhibition, % at 5.96 µM | 1.1% of 300,000 active | AID 1974, 2009;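 active means inhibition above the campaign mean inhibition plus 3 SD, cut at about 35% in these data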;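 further: 0% = GSTO1-1 with DMSO and 100% = wells lacking GSTO1-1 enzyme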
PAD4 FP inh – human PAD4 inhibitors, primary screen, biochemical, fluorescence polarization, 1536-well format | Protein-arginine deiminase type-4 (Homo sapiens), Q9UM07 | recombinant PAD4, RCA probe fluorescence polarization | inhibition, % at 6.36 µM | 0.41% of 330,000 active;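 active means percent inhibition above a cutoff equal to the mean of all tested compounds plus 3 SD, cut at about 15% in these data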;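 further: 0% = PAD4 with RCA probe and DMSO and 100% = probe without PAD4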
PAFAH1B3 inh – PAFAH1B3 enzyme inhibitors, primary screen, biochemical, fluorescence polarization, human | AID 492972, 2010 | recombinant PAFAH1B3, FP-rhodamine probe | 0.28% of 340,000 active | Platelet-activating factor acetylhydrolase IB subunit alpha1 (Homo sapiens), Q15102 | inhibition, % at 3.39 µM;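 active means inhibition above the screen-wide average of all tested compounds plus 3 SD, cut at about 25% in these data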;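 further: 0% = enzyme with DMSO only and 100% = wells lacking PAFAH1B3 protein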
PREPL inh – PREPL enzyme inhibitors, primary screen, biochemical, fluorescence polarization | recombinant PREPL, fluorescence polarization activity-based probe | inhibition, % at 5.96 µM | 0.68% of 320,000 active | AID 2751, 2010; in the data active means inhibition above about 43%;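 further: 0% = enzyme with DMSO and 100% = wells lacking enzyme; many of its hits are not listed in these tables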
PAFAH1B2 FP inh – PAFAH1B2 enzyme inhibitors, primary screen, biochemical, fluorescence polarization, human. recombinant PAFAH1B2, FP-rhodamine activity probe. 1.2% of 340,000 active. inhibition, % at 3.39 µM. Platelet-activating factor acetylhydrolase IB subunit alpha2 (Homo sapiens), P68402;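 active means inhibition above the mean of all tested compounds plus 3 SD, cut at about 24% in these data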;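 further: 0% = enzyme with DMSO and 100% = wells lacking PAFAH1B2; many of its hits are not listed in these tables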
Target sequence (P68402 whole entry, looked up): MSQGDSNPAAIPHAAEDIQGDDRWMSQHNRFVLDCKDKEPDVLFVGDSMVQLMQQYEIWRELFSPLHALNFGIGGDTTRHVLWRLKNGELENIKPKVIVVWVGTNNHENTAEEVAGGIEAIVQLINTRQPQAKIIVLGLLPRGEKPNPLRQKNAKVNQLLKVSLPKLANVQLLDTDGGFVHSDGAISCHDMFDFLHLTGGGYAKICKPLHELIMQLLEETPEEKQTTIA
pPAFAH inh – pPAFAH enzyme inhibitors, primary screen, biochemical, fluorescence polarization, human; Platelet-activating factor acetylhydrolase (Homo sapiens), Q13093; recombinant pPAFAH, FP-rhodamine probe fluorescence polarization; inhibition, % at 3.39 µM; 1.5% of 330,000 active; AID 463082, 2010;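 active means inhibition above the mean inhibition across the screen plus 3 SD, cut at about 25% in these data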;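 further: inhibitors block binding of the rhodamine activity-based probe so polarization drops; 0% = enzyme with DMSO and 100% = wells lacking pPAFAH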
Target sequence (Q13093 whole entry, looked up): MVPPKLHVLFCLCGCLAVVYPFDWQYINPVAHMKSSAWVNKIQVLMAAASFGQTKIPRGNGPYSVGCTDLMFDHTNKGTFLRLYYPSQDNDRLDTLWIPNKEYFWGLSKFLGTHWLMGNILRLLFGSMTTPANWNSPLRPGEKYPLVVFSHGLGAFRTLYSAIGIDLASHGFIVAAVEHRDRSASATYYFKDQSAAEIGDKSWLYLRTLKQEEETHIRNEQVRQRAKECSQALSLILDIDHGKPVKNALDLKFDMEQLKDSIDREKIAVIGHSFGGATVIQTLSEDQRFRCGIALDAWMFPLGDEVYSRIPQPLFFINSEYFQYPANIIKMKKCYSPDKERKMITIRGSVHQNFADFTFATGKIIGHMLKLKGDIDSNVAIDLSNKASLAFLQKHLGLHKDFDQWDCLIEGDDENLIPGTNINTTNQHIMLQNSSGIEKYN
* = called active by the depositor; / = no result given.

SMILES	PME-1 primary	LYPLA2 counter	LYPLA1 counter	GSTO1 inh	PAD4 FP inh	PAFAH1B3 inh	PREPL inh	PAFAH1B2 FP inh	pPAFAH inh
CCOC(=O)c1oc2ccc(S(=O)(=O)n3nc(-c4ccc(OC)cc4)cc3N)cc2c1C	-15	-20	-12	-16	-5	-3	-40	-6	-9
CC(=O)CC(=O)Nc1ccc(C(N)=O)cc1	0	0	4	16	2	-6	25	-1	-1
CC(C)[C@H](Nc1ncnc2c1oc1ccccc12)C(=O)O	-3	3	4	-14	-7	12	-5	1	6
CCCCNC(=S)NNC(=O)c1nn(C)cc1Cl	-2	0	-2	2	-4	-7	0	-1	2
COC(=O)N/N=C/c1cn(Cc2ccccc2Cl)c2ccccc12	-3	10	0	1	0	17	19	7	24
COc1ccc2c(c1)CCc1c(C(=O)NCCCn3ccnc3)noc1-2	2	0	-2	-1	-3	2	0	-1	2
CC1CC(=O)Nc2ccccc2N1C(=O)COc1ccc2ccccc2c1 (configuration not stated)	/	/	/	/	-1	4	31	7	5
COCCn1c(SCC(=O)Nc2cccnc2Cl)nc2cc(Cl)ccc2c1=O	8	0	1	/	3	14	12	0	-1
O=C(c1ccco1)[C@@H]1[C@@H]2C(=O)N(c3ccc(F)cc3)C(=O)[C@@H]2[C@H]2C=Cc3ccccc3N21	5	4	0	-3	-21	2	-5	2	3
CN(Cc1ccccc1)C(=O)COc1ccccc1Cl	1	6	0	3	-5	2	0	5	9
Cn1c(O)c(N=NC(=O)c2cccc(S(=O)(=O)N3CCCCC3)c2)c2ccccc21	9	-5	1	33	-2	4	8	14	11
CC(NC(=O)c1ccccc1Cl)C(=O)O (configuration not stated)	3	-4	-1	1	2	10	-2	4	5
Cc1c(OCc2ccc(C(=O)O)o2)ccc2c3c(c(=O)oc12)CCC3	-4	2	1	-2	3	4	-7	3	4
COc1cccc(NC(=O)C(Sc2nnnn2C)c2ccccc2)c1 (configuration not stated)	-1	3	0	3	-9	15	-72	9	5
Cc1ccc(S(=O)(=O)N2CCC(C(=O)OC(C)C(=O)NC3CCCCC3C)CC2)cc1 (configuration not stated)	2	-1	-3	/	5	2	2	21	-3
COc1cc(C(=O)NCCc2nc3ccccc3n2C)cc(OC)c1OC	-1	-4	-3	6	0	0	12	-5	3
Cc1cc(NC(=S)N(CCN2CCOCC2)Cc2ccccc2F)ccc1Cl	4	1	-2	1	-1	9	2	3	6
COc1ccc(/C=N/NS(=O)(=O)c2ccc(C)cc2)cc1OC(=O)c1ccccc1	3	-4	-5	-8	-5	-1	-3	8	5
O=C(Nc1ccccc1C(F)(F)F)c1ccc2nccnc2c1	-1	1	-5	-7	-5	9	4	-2	8
Nc1ccccc1C(=O)NC12CC3CC(CC(C3)C1)C2	-7	-2	0	-1	-7	4	-5	11	3
NC(=O)c1cc(Cc2ccccc2)sc1NC(=O)c1ccco1	-12	0	-4	-13	-6	3	16	6	3
COc1ccc(NC(=O)C(c2ccccc2)N(C)C(=O)c2cnccn2)cc1 (configuration not stated)	-2	-1	2	8	-4	0	3	1	-2
CSC1=NCCN1C(=O)c1c(F)cccc1Cl	3	2	3	-4	4	2	4	4	8
COCCCNCCOc1cc(C(C)C)ccc1C	4	-2	1	-3	0	0	-6	1	6
CCN1CCC(NCCc2ccc(F)cc2)CC1	-8	-7	-4	-1	6	-2	-10	0	-2
Cc1ccc(C)n1-n1c(C)nc2sc(-c3ccccc3)cc2c1=O	0	-2	-8	-1	-12	1	10	1	-6
CCOc1ccc(OCCC(=O)OCC(=O)NC2CCCC2)cc1	-5	2	-2	/	0	8	5	3	30*
CC(C)CNC(=O)c1cccc2c1-c1ccccc1C2=O	-2	5	-2	-4	1	1	9	-4	0
OCCC1CN(Cc2cc3c(cc2Cl)OCO3)CCN1C1CCCCC1 (configuration not stated)	0	-2	1	6	4	2	0	0	0
CCCOc1ccc(/C=N/NC(=O)CN2CCCCC2)cc1	-4	1	-3	8	-3	-2	-11	-4	18
COC(=O)Cc1c(C)c2ccc(OC(=O)c3ccco3)cc2oc1=O	1	5	3	5	1	1	25	0	-3
C=CCc1ccc(OCCOCCOc2ccccc2[N+](=O)[O-])c(OC)c1	4	-4	-1	9	0	6	7	3	8
CSc1ccccc1C(=O)NCCc1ccc(S(=O)(=O)N2CCCCC2)cc1	9	5	3	-1	-5	-1	8	2	4
CCn1c(C)nc2cc(C(=O)NNC(=S)Nc3ccc(Cl)cc3Cl)ccc21	4	-1	-5	-1	-1	0	-12	7	23
COc1nc(N)nc(NC(=O)c2cccs2)c1N=O	3	2	0	-3	-3	4	10	2	-1
CCOC(=O)c1sc(NC(=S)NC(=O)c2ccccc2Cl)c(C(=O)OCC)c1C	2	5	1	-7	2	4	1	2	-3
CN(C)S(=O)(=O)c1ccc(N2CCCC2)c(C(=O)Nc2ccc(N3CCOCC3)cc2)c1	-2	2	0	-3	-1	8	3	5	3
COc1cc(OC)cc(-c2c(-c3cccs3)c3cc(Br)ccc3n2C)c1	7	-4	-3	/	-5	4	27	2	7
Cc1ccc(C(=O)NC(=S)NNC(=O)c2ccc([N+](=O)[O-])cc2)cc1	-2	2	1	11	1	6	-7	-6	3
O=C(c1ccccc1F)N1CCN(c2ccc([N+](=O)[O-])c3cccnc23)CC1	2	11	1	0	0	6	6	-1	9

Ordered by value in PAFAH1B2 FP inh (ascending): some entries from above
| SMILES | PAFAH1B2 FP inh |
| --- | --- |
| CC(C)[C@H](Nc1ncnc2c1oc1ccccc12)C(=O)O | 1 |
| CSC1=NCCN1C(=O)c1c(F)cccc1Cl | 4 |
| Cn1c(O)c(N=NC(=O)c2cccc(S(=O)(=O)N3CCCCC3)c2)c2ccccc21 | 14 |

(next part)
SMILES	PME-1 primary	LYPLA2 counter	LYPLA1 counter	GSTO1 inh	PAD4 FP inh	PAFAH1B3 inh	PREPL inh	PAFAH1B2 FP inh	pPAFAH inh
CC(C)OC(=O)CSc1n[nH]c(-c2cccnc2)n1	3	2	4	-7	3	8	-4	4	-3
CC(C)CCn1c(-c2nonc2N)nc2ccccc21	-3	5	0	-17	-5	0	1	1	6
COc1ccc(CCNC(N)=S)cc1OC	1	1	-5	5	-8	3	1	6	6
COc1ccc(CNc2ccc(C)c(C)c2)cc1	-1	2	2	7	-8	7	8	-2	10
CN1CCc2c(sc(N)c2C(=O)c2ccc(Cl)cc2)C1	-5	-15	-8	-9	-11	-3	26	-1	2
CCOP(=O)(OCC)c1nc(-c2cccc3ccccc23)oc1NCCc1ccc(OC)cc1	-2	-1	-2	2	-3	7	11	-1	38*
CC(=O)c1ccc(OCC(O)CN(C)Cc2cccs2)cc1 (configuration not stated)	5	3	4	2	-1	-4	10	0	-3
CCOC(=O)c1c(C)[nH]c(C)c1C=O	3	0	1	4	3	1	-2	1	-3
COc1ccc(S(=O)(=O)NCC2CCCO2)c(Cl)c1Cl (configuration not stated)	4	5	4	4	-4	3	2	2	1
CCOc1ccccc1NC(=O)C1CCC(CNc2c(N3CCCCC3)c(=O)c2=O)CC1 (configuration not stated)	7	-4	8	3	-5	7	14	4	-7
CCOc1ccc(-n2cc(C(=O)N3CCCCCC3)c3cc(OC)c(OC)cc3c2=O)cc1	1	4	0	-5	3	10	7	3	2
Cc1cc(C)n(S(=O)(=O)/C=C/c2ccccc2)n1	3	-5	0	-1	0	1	4	5	2
O=C(c1cccc(C(F)(F)F)c1)C1CCCN(C(=O)CCCn2cncn2)C1 (configuration not stated)	-4	-1	-4	4	3	12	8	-2	-3
CCc1ccc(C(=O)CSc2nc3ccccc3c(=O)[nH]2)cc1	-1	5	-1	-3	0	4	4	-1	-2
Cc1ccc(N(CC(=O)NC2CCCC2)C(=O)CNC(=O)c2cccs2)cc1C	5	-5	-2	2	-7	0	3	3	-3
CC(CC(=O)C1C(C)C=CCC1(C)C)NNC(N)=O (configuration not stated)	-1	2	0	2	1	6	-3	-2	0
S=C(NCC1CCCO1)Nc1cccc(Cl)c1 (configuration not stated)	-8	4	0	1	0	9	13	-2	5
CC(NC(=O)c1cc(COc2ccc3ncccc3c2)on1)c1ccc(F)cc1 (configuration not stated)	0	15	4	-7	-1	-4	8	2	-5
Cc1cc(C)c(S(=O)(=O)N2CCOC2CNC(=O)C(=O)NCc2ccncc2)c(C)c1 (configuration not stated)	-2	6	1	4	1	12	13	-1	-1
CCc1nn(C(CC)C(=O)NCc2cccs2)c(=O)c2cc3occc3n12 (configuration not stated)	2	-9	-7	-2	-1	9	-9	5	-1
COc1ccc(CCN2C(=O)C(Oc3ccccc3C)C2c2ccc3c(c2)OCO3)cc1OC (configuration not stated)	1	-1	0	2	0	-5	10	0	2
COc1ccc(/C=C2\C(=O)N(c3c(Cl)cc(Cl)cc3Cl)N=C2NC(=O)c2cccc([N+](=O)[O-])c2)cc1	1	2	2	-5	-8	8	-7	3	7
Cc1sc(NC(=O)CSc2nnnn2C)c(C#N)c1C	5	-2	-2	-2	0	9	5	5	1
CC(=O)N1CCN(CC(=O)Nc2cc(S(=O)(=O)N3CCCCC3)ccc2C)CC1	/	/	/	/	-4	4	11	3	-4
CC(=O)Nc1cccc(OCC(O)Cn2cnc3ccccc32)c1 (configuration not stated)	3	-4	1	0	-4	6	-3	8	3
COc1ccc(CCNC(=O)c2cc(-c3cccs3)on2)cc1OC	2	4	0	3	3	5	5	0	2
CN1CCN(c2nc(-c3ccccc3)ncc2S(C)(=O)=O)CC1	-6	9	5	-2	-1	2	-2	1	4
CCOC(=O)c1cc2c(=O)n3ccccc3nc2n(CCOC)c1=NC(=O)c1ccncc1	3	6	5	11	3	3	7	-2	0
Cc1ccc(NC(=O)c2ccc(CNc3c(N4CCOCC4)c(=O)c3=O)cc2)cc1	0	2	-3	4	3	-5	4	4	-1
CCOC(=O)C1CCCN(C(=O)c2ccc(CNc3c(N4CCC(C)CC4)c(=O)c3=O)cc2)C1 (configuration not stated)	-2	9	3	1	-15	10	-2	11	6
COC(=O)c1ccccc1OCCCN(C)C	0	1	-2	4	-1	-5	3	-1	3
CCn1c(C)nc2cc(S(=O)(=O)C(F)F)ccc21	-5	-1	-1	0	1	-1	15	-4	5
O=C(COC(=O)c1ccccc1F)Nc1cccnc1Cl	2	3	0	-8	-2	-11	14	0	5
CCc1ccc(CN2CCC(n3nccc3NC(=O)c3ccccc3)CC2)o1	3	0	1	-5	-2	11	20	6	-4
Cc1ccc(S(=O)(=O)N(C)C)cc1NS(=O)(=O)c1ccc(Cl)s1	-1	0	-2	2	-3	2	14	1	-7
O=C(CNC(=O)c1ccccc1F)NC1CCN(Cc2ccccc2)CC1	2	-2	-1	-4	-1	5	4	5	-5

An excerpt; rates above refer to the full screens.
